Compound activity from PubChem BioAssay.
PhoP inhibition: PhoP-dependent GFP reporter repression – Salmonella Typhimurium, primary screen (AID 1863) | S. Typhimurium PhoP-regulated promoter GFP reporter, 4 h; higher % means a stronger effect | one-dose inhibition, % at 50 µM; IC50 in µM for titrated hits | 0.16% of 300,000 active;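 active = inhibition over 29.93%, a cutoff 3 SD above the screen mean, later confirmed by dose response; inconclusive = inhibition over 29.93% but no dose response follow-up; inactive = inhibition at most 29.93% or unconfirmed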;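 note: 0% = low Mg2+ inducing control and 100% = high Mg2+ repressing control; strong numbers were not always called active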
NTR1 agonist: agonists of NTR1, primary screen, imaging, U2OS cells, beta-arrestin-GFP, high content (AID 493036); P30989; NTR1-U2OS beta-arrestin-GFP spot imaging, agonist mode; activation, % at 20 µM; 0.17% of 330,000 active;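 active = activation at or above 40% of the spot to cytoplasm intensity ratio, with at least 20 cells analyzed; inconclusive = wells under 20 cells, flagged as cytotoxic or low count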;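 note: 0% = DMSO without peptide and 100% = 100 nM NTR1 peptide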
Target sequence (P30989 whole entry, looked up): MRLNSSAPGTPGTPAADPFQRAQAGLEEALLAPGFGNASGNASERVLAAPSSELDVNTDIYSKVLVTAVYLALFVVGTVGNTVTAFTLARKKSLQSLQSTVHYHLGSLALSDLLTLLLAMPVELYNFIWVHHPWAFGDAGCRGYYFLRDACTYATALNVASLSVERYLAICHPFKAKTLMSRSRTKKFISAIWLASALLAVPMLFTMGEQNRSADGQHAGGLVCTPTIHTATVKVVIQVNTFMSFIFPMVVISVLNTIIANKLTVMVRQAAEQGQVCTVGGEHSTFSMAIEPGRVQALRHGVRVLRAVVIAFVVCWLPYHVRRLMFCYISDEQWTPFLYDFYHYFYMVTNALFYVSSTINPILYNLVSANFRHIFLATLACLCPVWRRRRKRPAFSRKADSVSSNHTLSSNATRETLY
GPR55 antagonists: inhibition of LPI-stimulated GPR55 beta-arrestin translocation – imaging, U2OS, beta-arrestin-GFP, LPI agonist, primary screen (AID 2013); U2OS GPR55 beta-arrestin-GFP translocation imaging, LPI antagonism; higher % means a stronger effect; inhibition, % at 10 µM; hits with a dose series show IC50 in µM; 0.13% of 290,000 active;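 active = spots per cell inhibited over 60%, with over 100 cells counted and total cytoplasm intensity under 500,000; inconclusive = wells with under 100 cells, flagged as likely toxic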;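 note: U2OS cells stably carrying GPR55 and arrestin-GFP stimulated by 5 µM LPI near EC80; imaged beta-arrestin-GFP aggregate spots per cell after agonist stimulation; plate controls were LPI-stimulated DMSO wells for no effect and DMSO wells without LPI for full effect; some results filed as inactive read as strong as hits; confirmed hits need IC50 under 10 µM and bright autofluorescent wells are also inconclusive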
GPR35 arrestin U2OS: inhibition of zaprinast-stimulated GPR35 beta-arrestin translocation – imaging, U2OS, beta-arrestin-GFP, zaprinast agonist, primary screen (AID 2058). U2OS GPR35 beta-arrestin-GFP translocation imaging, zaprinast antagonism; higher % means a stronger effect. 0.052% of 290,000 active. inhibition, % at 10 µM; hits with a dose series show IC50 in µM;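 active = inhibition of at least 50% with at least 30 cells and total cytoplasm GFP at most 10,000,000; inconclusive = under 30 cells or total GFP of 10,000,000 plus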
LYP phosphatase: PTPN22 lymphoid phosphatase activity blockers – biochemical, fluorescence intensity, uHTS (AID 1779); recombinant LYP phosphatase, fluorescence intensity; higher % means a stronger effect; one-dose inhibition, % at 11.5 µM; IC50 in µM for titrated hits; 0.054% of 290,000 active; in the data active = inhibition above about 50%;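 note: plate controls were vehicle with enzyme for no effect and no enzyme for full effect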
Myeloid diff 2: myeloid differentiation induction; ER-HoxA9 myeloid progenitors, lysozyme-GFP differentiation, flow cytometry; calls only at 10 µM; 1% of 360,000 active;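 active = normalized GFP-positive differentiation at or above the plate's own cutoff, the solvent-only control mean plus 3 SD; inconclusive = no clear call, values can overlap the other calls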;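 note: cells exposed to compound for four days before flow analysis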
MgcRacGAP inhibition: MgcRacGAP GTPase-activating activity inhibitors, confirmation, biochemical, ADP Hunter fluorescence. 0.6% of 340,000 active. inhibition, % at 30 µM; hits with a dose series show IC50 in µM. MgcRacGAP-stimulated Rac1 GTP hydrolysis, ADP Hunter fluorescence; higher % means a stronger effect; GST-tagged Rac1 F28L mutant substrate. AID 624330;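 active = first-screen hits whose inhibition reached a set limit at any dose in the follow-up dose series; inconclusive = inhibition above the set first-screen limit but never retested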;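 note: fluorescence reports GDP produced by GAP-driven GTP hydrolysis; strong numbers were not always called active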
SIAH1 antagonists: blockers of Siah-1 interaction with plectin peptide – biochemical, fluorescence polarization, rhodamine-plectin, uHTS, primary screen (AID 1817) | Siah-1 / rhodamine-plectin peptide fluorescence polarization; higher % means a stronger effect | displacement, % at 20 µM, or IC50 in µM where a hit was titrated | 0.02% of 290,000 active;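 active = displacement of at least 50% at 20 µM, with a fluorescence ratio check between 0.3 and a set limit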;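 note: plate controls were Siah plus tracer with DMSO for no effect and tracer alone without Siah for full effect; strong numbers were not always called active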
HIV fusion peptide: inhibitors of HIV fusion peptide binding, primary screen, biochemical, uHTS, fluorescence dequenching (AID 1986). cell-free peptide binding, fluorescence dequenching, 30 min; higher % means a stronger effect. inhibition, % at 20 µM, or IC50 in µM where a hit was titrated. 0.3% of 290,000 active; in the data active = inhibition mostly above about 52%, no sharp cut-off; inactive = mostly below about 76%; note: some results filed as inactive read as strong as hits
NTR1 agonist cell count 20 µM: further read-out of NTR1 agonist, marked with its call; cell count; measured here: cell count, cytotoxicity flag
Myeloid diff 2 GFP+ MAC1+ %: second read-out of Myeloid diff 2, no call of its own (marks repeat the call); GFP+ MAC1+ double positive, %; measured here: differentiation confirmed by MAC1 staining
Active calls of the source: *; i = inactive; ? = inconclusive; / = not tested or not shown. Compounds as they come (roughly 2.4% active in at least one column).

SMILES	PhoP inhibition	NTR1 agonist	NTR1 agonist cell count 20 µM	GPR55 antagonists	GPR35 arrestin U2OS	LYP phosphatase	Myeloid diff 2	Myeloid diff 2 GFP+ MAC1+ %	MgcRacGAP inhibition	SIAH1 antagonists	HIV fusion peptide
CCCn1c2c(c(O)c(C(=O)Nc3ncccc3O)c1=O)CCCC2	-4%	3.9	47	-11%	15%	-10%	i	0.7	11%	3%	3.4%
COCCn1c(=NC(=O)/C=C/c2cccs2)sc2cc(NC(C)=O)ccc21	-15%	0.8	56	4%	7%	-4%	i	0.4	3%	5%	1.1%
COc1ccc(C(=O)Nc2ccccc2C(=O)N(Cc2ccco2)C(C(N)=O)C(C)C)cc1 (configuration not stated)	7%	-0.2	88	0%	-8%	4%	i	0.3	6%	2%	1.5%
Cc1ccc(C)c(CN2CCCN(C(=O)Cn3ncc4c3-c3ccccc3OC4)C2)c1	2%	3.9	56	-4%	-2%	9%	i	2.8	8%	2%	1.9%
CC1(NC(=S)Nc2ccc3ccccc3c2)CCS(=O)(=O)C1 (configuration not stated)	-4%	1.1	55	10%	-4%	-4%	i	0.6	9%	-1%	-0.7%
O=C(NCCc1ccc(F)cc1)c1ccc2c(=O)n3c(nc2c1)CCC3	4%	0.7	57	/	/	/	i	0.7	0%	/	/
CCc1ccccc1S(=O)(=O)c1c(C)cc(C)nc1Cl	14%	0.4	84	-1%	-15%	-7%	i	0.8	-3%	-3%	0.1%
COc1ccc2oc(C(=O)Nc3ccc(N4CCOCC4)cc3)c(C)c2c1	-7%	1.3	62	/	/	/	i	0.8	7%	/	/
O=C(N/N=C/c1ccc(OC(F)F)cc1OC(F)F)c1cccc(S(=O)(=O)N2CCOCC2)c1	-3%	5.3	80	12%	2%	11%	i	0.7	5%	2%	0.5%
CCn1cc(CCCC(=O)NCc2ccccc2OC)c2ccccc21	-5%	0.3	92	3%	-6%	2%	i	1.2	-6%	-2%	1.2%
COc1ccc(CN(Cc2ccc(OC)cc2)S(=O)(=O)c2ccc(-n3cnnn3)c(C)c2)cc1	4%	1.3	45	9%	6%	-2%	i	1.1	6%	-5%	-3.7%
COC(=O)c1sc(S(=O)(=O)Nc2ccc(C)c(C)c2)c(C(=O)OC)c1C	-6%	0.9	79	-4%	2%	7%	i	0.3	8%	-3%	0.2%
Cc1cc(C(=O)N2CCCC(N3CCN(c4cccc(Cl)c4)CC3)C2)nn1C (configuration not stated)	-3%	-1.1	55	20%	0%	-9%	i	0.4	2%	-2%	-1.1%
O=C(Nc1ccccc1)Nc1ccccc1C(=O)NCc1ccco1	9%	1.1	41	-5%	6%	-3%	i	6.0	0%	1%	-2.0%
CCc1ccc(CN2CCC(N3CCC(C(=O)N4CCCC4)CC3)CC2)o1	-6%	0.0	61	12%	10%	-8%	i	4.9	6%	0%	3.3%
NC(=O)c1cc([N+](=O)[O-])ccc1NCc1cccnc1	1%	-0.7	95	2%	-3%	-8%	i	0.2	9%	-5%	0.6%
O=C(CCN1C(=O)C2CCCCC2C1=O)N1CCN(S(=O)(=O)c2ccccc2)CC1 (configuration not stated)	1%	0.6	63	/	/	/	i	0.8	4%	/	/
CC1CCCCC1NC(=O)CSc1nnc(COc2ccccc2Cl)o1 (configuration not stated)	-7%	1.1	51	9%	2%	-4%	i	5.7	0%	-6%	18%
O=C(O)Cc1c[nH]c2ccccc12	3%	0.0	103	/	/	/	i	1.8	3%	/	/
Cc1cc(C(=O)NCC(=O)OCC(=O)N2CCCCCC2)ccc1[N+](=O)[O-]	3%	2.9	37	-8%	4%	4%	i	2.0	9%	-3%	-0.7%
CCN(C(=O)CSc1nnc(-c2ccncc2)o1)c1ccccc1	-2%	0.6	54	9%	-7%	-6%	i	0.5	3%	3%	-0.7%
Fc1ccccc1Cc1ccc(Cl)nn1	-6%	-0.7	75	-6%	-4%	-8%	i	0.3	-6%	3%	0.1%
Cc1cc(C)c(C(=O)CN2C(=O)NC3(CCCCCC3)C2=O)cc1C	7%	5.7	59	-2%	4%	-3%	i	0.5	4%	7%	-0.5%
CC(C)n1c(-c2cccnc2)nc2cnccc21	5%	-1.2	71	8%	6%	1%	i	0.3	7%	-4%	3.5%
COCCNC(=O)C1Cc2c(ccc3ccccc23)O1 (configuration not stated)	-5%	-0.1	46	-5%	?	-12%	i	0.5	5%	-5%	0.2%
SMILES	PhoP inhibition	NTR1 agonist	NTR1 agonist cell count 20 µM	GPR55 antagonists	GPR35 arrestin U2OS	LYP phosphatase	Myeloid diff 2	Myeloid diff 2 GFP+ MAC1+ %	MgcRacGAP inhibition	SIAH1 antagonists	HIV fusion peptide
COc1ccccc1C(=O)Nc1ccnn1C1CCN(C(=O)C2CCOC2)CC1 (configuration not stated)	10%	-0.6	71	10%	1%	-12%	i	1.1	19%	0%	-0.3%
NC(=S)N=Nc1c(O)[nH]c2c(Br)cc(Br)cc12	-6%	5.8	74	12%	6%	-7%	i	0.0	/	-5%	-1.7%
CC(C)N1CCN(CC#Cc2ccccc2)CC1CCO (configuration not stated)	7%	-1.2	91	1%	-3%	-7%	i	1.0	-4%	-1%	0.2%
O=C(COc1ccc2c(c1)C(=O)CC1(CCCCC1)O2)NCc1ccccn1	-9%	0.6	84	-1%	10%	-2%	i	2.4	7%	2%	1.7%
Cc1nccn1CC(O)COc1ccc([N+](=O)[O-])cc1 (configuration not stated)	-5%	-1.1	85	2%	-1%	-5%	i	0.5	8%	-3%	0.3%
O=c1cc(N2CCCCC2)c(-c2ccccc2)nn1Cc1c(Cl)cccc1Cl	8%	5.9	51	1%	25%	11%	i	0.3	10%	-1%	-1.7%
O=C(NC1CCN(C(=O)Nc2cccc(Cl)c2)CC1)C1CCCCC1	-3%	-1.0	51	3%	15%	-6%	i	1.5	2%	-4%	0.8%
COc1cccc(NC(=O)CN(C)S(=O)(=O)c2ccc(C)cc2)c1	-1%	0.6	56	8%	3%	-6%	i	0.7	3%	3%	2.3%
CC(C)c1ccc2oc(=O)cc(CN3CCOCC3)c2c1	2%	0.1	59	5%	12%	-9%	i	0.0	-9%	-4%	-0.9%
N#Cc1nc(-c2cccs2)oc1NCCc1ccccc1	3%	4.7	58	-4%	10%	-18%	i	0.3	10%	-2%	-1.3%
Cc1cc(C)n(-c2ncnc3sc(C)c(C)c23)n1	5%	-1.2	46	3%	-18%	3%	i	1.5	6%	6%	-1.6%
COc1ccccc1/C=C/C(=O)NCC(=O)N=Nc1c(O)[nH]c2ccccc12	-8%	0.2	68	-5%	17%	-7%	?	/	-5%	2%	-1.8%
C/C(N)=C(/C#N)C(=O)COC(=O)CC12CC3CC(CC(C3)C1)C2	-14%	23	67	4%	-14%	-4%	i	1.4	5%	2%	-1.4%
COc1ccc(CN2C(=O)CCC2(C)C(=O)NCc2cccnc2)c(OC)c1 (configuration not stated)	4%	1.2	83	4%	17%	4%	i	0.8	3%	3%	0.9%
Cc1ccc(NC(=O)c2cnn(-c3ccccc3)c2C)c(C)c1	-1%	0.0	77	11%	-2%	-7%	i	0.1	6%	-2%	0.6%
COc1ccc(/C=C2\N=C(C)OC2=O)cc1OC(C)=O	6%	0.0	73	-4%	8%	2%	i	1.8	11%	-5%	-0.1%
Cc1cc2c(=O)n(Cc3ccco3)c(SCC(=O)N3CCCc4ccccc43)nc2s1	-9%	3.6	43	17%	-3%	-4%	i	9.3	21%	1%	1.9%
COCCN(CCOC)C(=S)Nc1ccccc1	-10%	-0.1	53	13%	8%	-10%	i	0.5	-6%	-2%	-1.4%
Cc1ccc(CNC(=O)Cc2ccc(-n3cccc3)cc2)cc1	-1%	2.6	47	3%	-9%	-3%	/	/	6%	20%	2.5%
CCOc1ccc(-c2c(C(=O)N/N=C/C3CCCCC3)nnn2-c2nonc2N)cc1	8%	1.6	53	-4%	-4%	-5%	i	1.2	5%	-7%	-0.1%
COc1nn(-c2ccccc2)c(=O)c(Cl)c1Cl	1%	13	66	-10%	18%	-9%	?	/	2%	2%	-1.2%
CC(OC(=O)c1ccccc1NS(=O)(=O)c1cccc(C(F)(F)F)c1)C(=O)N(C)Cc1ccccc1 (configuration not stated)	23%	-0.5	77	10%	-8%	5%	i	0.5	7%	3%	1.7%
Cc1ccc(C(=O)c2ccc([N+](=O)[O-])cc2)cc1	10%	1.1	66	4%	-18%	1%	i	5.5	6%	3%	0.4%
Cc1ccc(Nc2c([N+](=O)[O-])c(=O)n(C)c3ccccc23)cc1	/	-0.6	87	-2%	5%	0%	i	1.0	16%	1%	-0.6%
O=C(COC(=O)CC12CC3CC(CC(C3)C1)C2)Nc1ncc(Cl)cc1Cl	-7%	6.7	68	0%	-3%	3%	i	0.4	4%	0%	0.2%

Sorted by count of non-hydrogen atoms (lowest first): some entries from above
SMILES	PhoP inhibition	NTR1 agonist	NTR1 agonist cell count 20 µM	GPR55 antagonists	GPR35 arrestin U2OS	LYP phosphatase	Myeloid diff 2	Myeloid diff 2 GFP+ MAC1+ %	MgcRacGAP inhibition	SIAH1 antagonists	HIV fusion peptide
NC(=S)N=Nc1c(O)[nH]c2c(Br)cc(Br)cc12	-6%	5.8	74	12%	6%	-7%	i	0.0	/	-5%	-1.7%
Cc1ccc(CNC(=O)Cc2ccc(-n3cccc3)cc2)cc1	-1%	2.6	47	3%	-9%	-3%	/	/	6%	20%	2.5%
O=C(Nc1ccccc1)Nc1ccccc1C(=O)NCc1ccco1	9%	1.1	41	-5%	6%	-3%	i	6.0	0%	1%	-2.0%
COC(=O)c1sc(S(=O)(=O)Nc2ccc(C)c(C)c2)c(C(=O)OC)c1C	-6%	0.9	79	-4%	2%	7%	i	0.3	8%	-3%	0.2%
O=c1cc(N2CCCCC2)c(-c2ccccc2)nn1Cc1c(Cl)cccc1Cl	8%	5.9	51	1%	25%	11%	i	0.3	10%	-1%	-1.7%
Cc1cc2c(=O)n(Cc3ccco3)c(SCC(=O)N3CCCc4ccccc43)nc2s1	-9%	3.6	43	17%	-3%	-4%	i	9.3	21%	1%	1.9%
